Kir21 inh = blocks the mouse Kir2.1 inward-rectifier potassium channel | P35561 | HEK293-Kir2.1, FluxOR thallium flux fluorescence; active compounds read low | B-score at 10 µM | 310,000 tested, 0.85% active | AID 1672;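 active = fluorescence ratio B-score at or below minus 3 SD of library scores, with starting-brightness B-score within 2 SD, cut at about -4.2 in these data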;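 also: channel flux triggered by added potassium and thallium sulfate stimulus; B-score of peak minus minimum fluorescence over baseline after thallium stimulus; more negative B-score means stronger Kir2.1 block with less thallium influx; some compounds called inactive have numbers as strong as hits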
Target sequence (P35561 whole entry, looked up): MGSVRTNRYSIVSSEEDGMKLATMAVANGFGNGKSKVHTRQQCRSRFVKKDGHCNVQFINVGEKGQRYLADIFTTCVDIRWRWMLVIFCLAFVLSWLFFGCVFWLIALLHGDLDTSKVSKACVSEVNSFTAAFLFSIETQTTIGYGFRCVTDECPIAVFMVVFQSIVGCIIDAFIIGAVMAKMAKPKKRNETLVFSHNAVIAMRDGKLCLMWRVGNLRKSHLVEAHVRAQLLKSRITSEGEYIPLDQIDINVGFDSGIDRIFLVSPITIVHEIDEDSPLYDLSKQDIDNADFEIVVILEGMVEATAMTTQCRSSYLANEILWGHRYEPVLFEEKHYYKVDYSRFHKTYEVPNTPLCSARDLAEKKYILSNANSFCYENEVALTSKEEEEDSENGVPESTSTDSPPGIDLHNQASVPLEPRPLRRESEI
KCNQ2 block = KCNQ2 potassium channel inhibitors, primary screen, cell-based, CHO-K1, FluxOR thallium flux, B-score (AID 2156); O88943; 310,000 tested, 1.1% active; 20 min; active compounds read low; B-score at 10 µM;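 active = fluorescence ratio B-score at most minus 3 library SDs, with starting brightness B-score within 2 library SDs, cut at about -5.5 in these data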
Active calls of the source: *; i = inactive.

SMILES | Kir21 inh | KCNQ2 block
Cc1sc2ncnc(N3CCC(C)CC3)c2c1C | 1.5 | i
O=C(CN(c1ccc2c(c1)OCCO2)S(=O)(=O)c1ccccc1)NCc1ccco1 | 1.5 | i
CCC(C)(C)NC(=O)c1sccc1Oc1ccc(F)cc1[N+](=O)[O-] | -0.93 | i
Cc1sc2nc(CSC(C)C(=O)Nc3ccc(C#N)cc3)[nH]c(=O)c2c1C (stereo unspecified) | 0.36 | i
CC(OC(=O)c1cccs1)C(=O)NCCc1ccccc1 (stereo unspecified) | 0.9 | i
COc1ccc2c(Cl)c(C(N)=O)sc2c1 | 2.3 | i
O=C(Nc1cccc(O)c1)c1cc2nc(-c3ccccc3)cc(-c3ccccc3)n2n1 | -0.63 | i
CS(=O)Cc1cc(Sc2ccccc2)nc(-c2cccnc2)n1 (stereo unspecified) | 2.5 | i
O=C(NCc1ccc(F)cc1)C1CCN(c2cnccn2)CC1 | 2.1 | i
CC(C)c1cc(C(N)=O)c(NC(=O)c2cccc(COc3ccc(Br)cc3)c2)s1 | -0.28 | i
Cc1onc(-c2c(F)cccc2Cl)c1C(=O)ONC(=O)c1ccccc1 | -1.2 | i
O=C(Nc1ccc(Br)cc1F)c1ccc2nsnc2c1 | -0.01 | i
Cc1ccc(OC(=O)CCC(=O)Nc2ccc(C(N)=O)cc2)cc1 | 0.25 | i
COc1cccc(N2CCc3c(C)nc4ccc(Cl)cc4c32)c1 | -14* | i
COc1cccc(CNC(=O)C(=O)NCC2CCCO2)c1 (stereo unspecified) | 1.5 | i
CC(=O)Nc1cccc(-c2nnc(SCC(=O)N3CCCCC3)n2C)c1 | 0.33 | i
O=C(CN1c2ccccc2Sc2ccccc21)NNC(=S)Nc1ccc(Cl)cc1Cl | -0.01 | i
COC(=O)N/N=C/c1c(C)c(C(=O)c2ccc(F)cc2)n2ccccc12 | 0.04 | i
CC(=O)N1CCN(c2ccccc2NC(=S)NC(=O)c2cc3ccccc3o2)CC1 | -0.51 | i
Cc1ccc(S(=O)(=O)N2CCC(C(=O)N[C@@H](C)C(=O)NCC3CCCO3)CC2)cc1 (stereo partly specified) | -0.05 | i
C=CCOC(=O)c1[nH]c2c(c1C)C(=O)CC(c1ccco1)C2 (stereo unspecified) | 1.1 | i
CC1CN(C(=O)/C=C/c2ccc([N+](=O)[O-])s2)CC(C)O1 (stereo unspecified) | -0.15 | i
O=C(O)c1ccc(Nc2ccc3nonc3c2[N+](=O)[O-])cc1 | -0.18 | i
COc1ccc(-c2nc(CS(=O)CC(=O)NCCCN3CCCC(C)C3)c(C)o2)cc1OC (stereo unspecified) | 0.15 | i
COc1cc(C(=O)OCCN2CCOCC2)ccc1O | 2.1 | i
Cc1onc(-c2ccccc2Cl)c1C(=O)N1CCN(c2ccc(F)cc2)CC1 | -1.2 | i
COc1ccccc1CNC(=O)C1CCCCN1S(=O)(=O)c1ccccc1 (stereo unspecified) | -2.1 | i
COc1ccc(C(=O)N2CC(c3ccc(Cl)cc3)CC2=O)cc1 (stereo unspecified) | -0.08 | i
C(#CC12CC3CC(CC(C3)C1)C2)CN1CCOCC1 | 1.9 | i
O=c1[nH]nc(Cc2ccccc2)c2ccccc12 | -1.2 | i
O=C(NCc1n[nH]c(=S)n1-c1ccc(Br)cc1)c1cccs1 | -0.02 | i
COc1ccc(CCn2cnc(=O)c(C#N)c2C)cc1OC | 1.7 | i
CN(C)S(=O)(=O)N(CC(=O)N(Cc1ccccc1)Cc1ccccc1)c1ccccc1 | 0.01 | i
COC(=O)C(C#N)C(=C1C(=O)CC(C)(C)CC1=O)c1ccc(O)cc1 (stereo unspecified) | 0.83 | i
Cc1noc(C)c1CSc1ccccc1C(=O)N1CCN(c2ccccc2)CC1 | 0.14 | i
CC(=O)c1ccc(S(=O)(=O)Nc2cccc(S(=O)(=O)NC3=NCCC3)c2)cc1 | 0.39 | i
CCN(CC)c1ccc(/C=C(\C#N)C(N)=S)cc1 | 1.1 | i
COc1ccc(CCNS(=O)(=O)c2cn(C)nc2C)cc1OC | -0.75 | i
CN1C(=O)C2(OCCCO2)c2cc(Cl)ccc21 | -0.09 | i
O=c1[nH]c2c(c(=O)[nH]1)CCC2 | -0.15 | i

The list goes on; the last 4 above are carried over.
SMILES | Kir21 inh | KCNQ2 block
CCN(CC)c1ccc(/C=C(\C#N)C(N)=S)cc1 | 1.1 | i
COc1ccc(CCNS(=O)(=O)c2cn(C)nc2C)cc1OC | -0.75 | i
CN1C(=O)C2(OCCCO2)c2cc(Cl)ccc21 | -0.09 | i
O=c1[nH]c2c(c(=O)[nH]1)CCC2 | -0.15 | i
O=C(Cc1cc2ccccc2o1)NCc1ccc(F)cc1 | 0.58 | i
Cc1cccc(NC(=O)c2n[nH]c([N+](=O)[O-])c2Br)c1C | -0.05 | i
CSCCC(C(=O)OCC(=O)c1ccc(C)c(C)c1)N1C(=O)c2cc(Cl)c(Cl)cc2C1=O (stereo unspecified) | 1.7 | i
COc1ccc(-c2noc(CN3CCCCC3c3nccn3C)n2)cc1 (stereo unspecified) | 0.48 | i
CC(C)(C)OC(=O)N1CCC(c2cc(=O)n3[nH]cc(C(=O)NC4CCCC4)c3n2)CC1 | 1.3 | i
CC(=O)N1CCN(C(c2ccccc2)c2ccccc2)CC1 | -0.06 | i
O=C(CC1CC2CCC1C2)NCCc1ccc(Cl)cc1 (stereo unspecified) | -0.26 | i
COCCNC(=O)c1sc2ncn(CC(=O)Nc3ccc(C)c(Cl)c3)c(=O)c2c1C | 1.8 | i
C=CCC(=O)NC1CCCc2c1cnn2-c1cc(F)cc(F)c1 (stereo unspecified) | -0.35 | i
O=C(NCC(=O)N(c1cccnc1)C(C(=O)NC1CCCC1)c1ccc(F)cc1)c1ccco1 (stereo unspecified) | -0.28 | i

A run of entries taken from the entries so far, as a working copy:
SMILES | Kir21 inh | KCNQ2 block
COCCNC(=O)c1sc2ncn(CC(=O)Nc3ccc(C)c(Cl)c3)c(=O)c2c1C | 1.8 | i
C=CCC(=O)NC1CCCc2c1cnn2-c1cc(F)cc(F)c1 (stereo unspecified) | -0.35 | i
O=C(NCC(=O)N(c1cccnc1)C(C(=O)NC1CCCC1)c1ccc(F)cc1)c1ccco1 (stereo unspecified) | -0.28 | i

(list continues)
SMILES | Kir21 inh | KCNQ2 block
Cc1nn2c(-c3ccc(Cl)cc3)nnc2s1 | 0 | i
COc1cc(OC)cc(C(=O)NC(C(=O)NCCN(C)C)C23CC4CC(CC(C4)C2)C3)c1 (stereo unspecified) | 1.2 | i
CN(C)c1nc(N(C)C)nc(N(C#N)CN2C(=O)c3ccccc3C2=O)n1 | 1 | i
O=C(Nc1ccccc1N1CCOCC1)C1(c2ccc(Cl)cc2)CCC1 | -1.6 | -6.5*
Cc1ccccc1NC(=O)CN1C(=O)COc2ccc(S(=O)(=O)N3CCCC3)cc21 | 2.6 | i
CCOc1ccc(C(=O)NCC(=O)NCCCSc2ccccc2)cc1OCC | 1.9 | i
COc1ccc(C(=O)N2CCN(C)C(=O)[C@@H]2C)cc1OC1CCN(C(C)=O)CC1 | 0.62 | i
O=C(NNC(=O)C12CC3CC(CC(C3)C1)C2)c1ccco1 | 0.92 | i
CCOc1ccc(NS(=O)(=O)c2ccc(C(=O)N(CC)CC(=O)NCc3cccs3)cc2)cc1 | -0.29 | i
COc1cccc(NC(=S)NN=C2CCCCCC2)c1 | 0.34 | i

Profiles, looked up by structure. Order of screens: Kir21 inh	KCNQ2 block
Results for COc1cc(OC)cc(C(=O)NC(C(=O)NCCN(C)C)C23CC4CC(CC(C4)C2)C3)c1 (stereo unspecified) : 1.2	i
Results for COCCNC(=O)c1sc2ncn(CC(=O)Nc3ccc(C)c(Cl)c3)c(=O)c2c1C : 1.8	i
Results for C=CCOC(=O)c1[nH]c2c(c1C)C(=O)CC(c1ccco1)C2 (stereo unspecified) : 1.1	i
Results for CCOc1ccc(C(=O)NCC(=O)NCCCSc2ccccc2)cc1OCC : 1.9	i
Results for CC(=O)N1CCN(C(c2ccccc2)c2ccccc2)CC1 : -0.06	i

Later entries
SMILES | Kir21 inh | KCNQ2 block
CCCn1nnc(NC(=O)c2ccc(-c3cc(Cl)ccc3Cl)o2)n1 | -0.48 | i
CN(C)c1nc(NCc2ccccc2)nc(SCC(=O)Nc2ccccc2)n1 | 0.04 | i
Fc1ccc(NC(=S)Nc2cccnc2)c(Cl)c1 | 0.65 | i
COc1ccc(Br)c(C(=O)N2CCN(S(=O)(=O)c3cccs3)CC2)c1 | -0.35 | i
Cc1cc2ccccc2nc1SCC(=O)N1c2ccccc2CC1C (stereo unspecified) | -1.4 | i
CC(OC(=O)c1ccc2ncsc2c1)C(=O)Nc1ncc(Cl)cc1Cl (stereo unspecified) | 0.45 | i
CC(C)CNC(=O)C1CCN(c2ccc(S(=O)(=O)N3CCOCC3)cc2Cl)CC1 | 0.79 | i
O=C(CN1C(=O)/C(=C/c2ccccc2F)Sc2ccccc21)NCc1cccnc1 | -1.1 | i
O=C1/C(=C/c2cccnc2)SC(=S)N1c1ccc(F)cc1 | -0.52 | i
CCN(CC)C(=O)N(CC)Cc1ccccc1 | -0.57 | i
CCN(C(=O)COC(=O)/C=C/c1cccc(Br)c1)C1CCS(=O)(=O)C1 (stereo unspecified) | 0.42 | i
CCCCCCN(C(=O)CCCCCN1C(=O)NC(c2cccc([N+](=O)[O-])c2)C(C(=O)OCc2ccccc2)=C1C)C(C(=O)NCCCC)c1ccc(OCC(=O)OC)c(C(=O)OC)c1 (stereo unspecified) | -0.5 | i
Cc1ccc2c(c1)NCCO2 | -2 | i
CCC1(c2ccc(F)cc2)NC(=O)N(CC(=O)NCc2ccc(C)cc2)C1=O (stereo unspecified) | 1.2 | i
COc1ccc(CN(CC2CCCO2)C(=O)c2cc3ccccc3oc2=O)cc1 (stereo unspecified) | -0.08 | i
N/C(=N\O)c1ccccc1-n1cccc1 | 0.01 | i
CC(C)[C@H](NC(=O)c1ccco1)C(=O)N(C)Cc1c(F)cccc1Cl | 0.27 | i
COc1ccc(C(=O)NCc2nnc(SCC(=O)NCc3ccco3)o2)cc1OC | 0.23 | i
COc1ccc(CN(Cc2cc3cc4c(cc3[nH]c2=O)OCO4)C(=O)NC2CCCCC2)cc1 | 0.05 | i
CCC(=O)N1c2ccccc2-c2nnc(SC)nc2OC1c1ccc(N(C)C)cc1 (stereo unspecified) | -1.1 | i
CC(=O)c1cccc(NC(=O)C2CCCN(S(=O)(=O)c3ccc(F)cc3)C2)c1 (stereo unspecified) | 0.66 | i
COc1ccc(NC(=O)Nc2nc3ccccc3s2)cc1 | -0.29 | i
CN1CCc2c(sc3nc(SCC(=O)NCc4ccco4)n(-c4ccccc4)c(=O)c23)C1 | 0.03 | i
O=C(NCCCn1ccnc1)c1ccc(C(F)(F)F)cc1 | 0.55 | i
COc1cc(/C=C/C(=O)O)cc(S(=O)(=O)Nc2cccc(SC)c2)c1OC | -0.35 | i
COC(=O)c1c(C)oc2ccc(NS(=O)(=O)c3cc(OC)ccc3OC)cc12 | -1.1 | i
CCOc1cc2c(C#N)c(N3CCOCC3)nc(N)c2c(N)n1 | 0.04 | i
COC(=O)c1ccc(N=NN2CCCCCC2)cc1 | 1.1 | i
CC(C)(C)OC(=O)N/N=C\c1ccc(OC(=O)c2cccs2)cc1 | 0.03 | i
CCN(CC)S(=O)(=O)c1cccc(-c2nnc(SCC(=O)NC3CCCCCCC3)n2N)c1 | -2.9 | i
Cc1cc(F)ccc1S(=O)(=O)N1CCCOC1CNC(=O)C(=O)NCCc1c[nH]c2ccccc12 (stereo unspecified) | -2 | i
Cc1ccc(O)c(C(=O)c2cnc(/N=C(\N)N(C)C)nc2)c1 | -2.4 | i
COc1cc2cc(Oc3ccc4ccc(=O)oc4c3)c(=O)oc2cc1OC(=O)C=C(C)C | -0.29 | i
Cc1nc2ccc([N+](=O)[O-])cc2c(=O)n1Cc1ccc(F)cc1 | 1.6 | i
CCn1c(CSc2nc(C)cs2)nc2cc(S(=O)(=O)N(C)C)ccc21 | 0.76 | i
Cc1ccccc1N=C1Nc2ccccc2CS1 | -4.7 | i
Cn1c(=O)n(Cc2ccccc2F)c2ccccc21 | 0.08 | i
NC(=O)COC(=O)[C@H](Cc1c[nH]c2ccccc12)NC(=O)c1ccc(F)cc1 | 0.43 | i
COc1cccc(NC(=O)NC2(C(F)(F)F)Oc3ccccc3O2)c1 | -0.13 | i
C=CCn1c(SCc2c(Cl)cccc2Cl)nnc1-c1cccnc1 | -1.4 | i
O=C(N/N=C/c1cc(Br)ccc1O)c1ccncc1 | 1.7 | i
Clc1ccc(Sc2oc(/C=N/n3cnnc3)cc2Br)cc1 | 0.61 | i
O=C(Nc1nccs1)c1nc(-c2ccccc2)n(-c2ccccc2)n1 | 0.45 | i
CC(=O)N1c2c(cc(Br)cc2S(=O)(=O)N2CCN(C(=O)c3ccco3)CC2)CC1C (stereo unspecified) | -1.1 | i
O=S(=O)(NCc1ccccc1)c1cnc[nH]1 | -1.2 | i
Cc1nc(Nc2ccccc2C(F)(F)F)sc1C(=O)N(C)C | -0.07 | i
CC(C)(C)n1ncc2c(=O)n(CC(=O)OCc3ccccc3)cnc21 | -0.59 | i
Cc1ccc(C2CC(C(F)F)n3ncc(C(=O)Nc4c(C)nn(Cc5c(F)cccc5Cl)c4C)c3N2)cc1 (stereo unspecified) | -0.06 | i
CC(C)CCNC(=O)COC(=O)/C=C/c1ccc2ccccc2n1 | -0.06 | i
O=C(O)Cc1sc(NCCc2ccccc2)nc1-c1ccc(F)cc1 | -0.98 | i

New compounds follow
SMILES | Kir21 inh | KCNQ2 block
CC(C)CC(=O)c1c[nH]c(C(=O)O)c1 | 1.3 | i
CCC(C)c1ccc(C(CC)NC(=O)C2CCCO2)cc1 (stereo unspecified) | -0.47 | i
COc1ccc(CN(C)C2CCCCC2)c(C)c1C | -0.72 | i
Cc1oc(-c2ccc3c(c2)OCCO3)cc1C(=O)NC(CCC(=O)O)C(=O)O (stereo unspecified) | 0.94 | i

Screens: PubChem BioAssay, Johns Hopkins Ion Channel Center

Outcome played no part in choosing rows (roughly 1.9% active in at least one column).
